GSK3B inh: blocks human GSK3beta kinase activity. P49841. GST-GSK3beta kinase, ADP-Glo luminescence, 60 min; active compounds read low. activity score (negative = inhibition), % at 10 µM. hit rate 0.038% among 300,000;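 active means more than half of replicate wells score below -50%, meaning over 50% inhibition versus plate controls; inconclusive means some replicates but at most half score below -50%; inactive means no replicate scores below -50%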;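 further: 0% = median DMSO wells and -100% = median GW8510 positive control wells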
Target sequence (P49841 whole entry, looked up): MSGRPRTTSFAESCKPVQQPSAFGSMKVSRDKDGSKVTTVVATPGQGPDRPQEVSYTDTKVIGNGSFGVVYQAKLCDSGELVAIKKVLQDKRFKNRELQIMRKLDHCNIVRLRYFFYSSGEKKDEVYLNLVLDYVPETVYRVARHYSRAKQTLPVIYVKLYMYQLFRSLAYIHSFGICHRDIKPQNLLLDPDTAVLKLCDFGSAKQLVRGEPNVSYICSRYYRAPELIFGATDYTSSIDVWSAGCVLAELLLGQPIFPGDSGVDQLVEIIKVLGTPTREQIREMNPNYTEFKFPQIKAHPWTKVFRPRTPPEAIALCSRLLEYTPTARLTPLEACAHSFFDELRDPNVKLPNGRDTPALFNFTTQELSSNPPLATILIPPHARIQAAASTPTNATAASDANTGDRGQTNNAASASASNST
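Assay system: GST-fused GSK3beta enzyme, cell-free / Medium: Tris pH 7.5 buffer with MgCl2, DTT, BSA, heparin / Also added: peptide substrate plus 25 µM ATP (final) / Compound: 10 µM single point / Timing: kinase reaction with compound 60 min at room temperature / Detection: ADP-Glo luminescence / Benchmarks: DMSO neutral wells and GW8510 at 20 µM as positive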
HSP90 refold inh: inhibitors of HSP90 luciferase refolding in rabbit reticulocyte lysate; luciferase refolding luminescence, 3 h; inhibition, % at 5.6 µM; hit rate 0.91% among 290,000; AID 1789;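 active means inhibition above the screen-wide mean plus 3 SD, computed separately per campaign, cut at about 16% in these data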;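 further: 0% = DMSO wells and 100% = 60 µM geldanamycin wells; inhibitors lower the luminescence because luciferase stays unfolded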
HSF1 inh: HSF1 inhibition; activity change, negative = inhibition, % at 7.5 µM (by protocol); hit rate 0.77% among 300,000; NIH3T3-HGL HSE-luciferase, MG132-induced, luminescence 8 h; active compounds read low; AID 2098;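 active means more than half of replicate wells show activity change below -50%, luminescence cut by over half; inconclusive means some wells, but at most half, below -50%; inactive means no replicate well below -50%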;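 further: luciferase reports HSF-1 transcriptional activity via heat shock element; 0% = median of DMSO wells and -100% = zero luminescence signal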
KLF5 inhibitor: kruppel-like factor 5 inhibition. hit rate 0.23% among 290,000. DLD-1 KLF5 promoter-luciferase reporter, luminescence. inhibition, % at 5 µM;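 active means inhibition above a per-plate limit of that plate's mean compound inhibition plus 3 SD, cut at about 60% in these data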;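 further: 0% = DMSO wells and 100% = LY294002 at 200 µM; higher means less KLF5 promoter-driven luciferase light; inactives centre near -14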
AI-2 QS modul: modulates the Vibrio harveyi AI-2 quorum sensing system | Vibrio harveyi JMH597 AI-2 luminescence/OD600 ratio, 9 h; active compounds read low; strain lacks LuxN and CqsS sensors; 0 = neutral-control median | activity change, % at 7.5 µM | hit rate 0.4% among 300,000 | AID 2094; in the data active means activity change below about -75%, passing the limit was not always enough; inconclusive means no clear call, values can overlap the other calls;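 further: luminescence divided by OD600 gain over 9 h not by final OD600 alone; inactives centre near 13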
GSK3A inh: human GSK-3 alpha kinase inhibition. P49840. ADP-Glo luminescence, 60 min. inhibition, % at 10 µM. hit rate 0.1% among 320,000. AID 2650;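 in the data active means inhibition above about 50%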;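 further: GST-tagged GSK-3 alpha with peptide substrate and 25 µM ATP; 0% = DMSO neutral wells and 100% = GW8510 positive control wells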
Target sequence (P49840 whole entry, looked up): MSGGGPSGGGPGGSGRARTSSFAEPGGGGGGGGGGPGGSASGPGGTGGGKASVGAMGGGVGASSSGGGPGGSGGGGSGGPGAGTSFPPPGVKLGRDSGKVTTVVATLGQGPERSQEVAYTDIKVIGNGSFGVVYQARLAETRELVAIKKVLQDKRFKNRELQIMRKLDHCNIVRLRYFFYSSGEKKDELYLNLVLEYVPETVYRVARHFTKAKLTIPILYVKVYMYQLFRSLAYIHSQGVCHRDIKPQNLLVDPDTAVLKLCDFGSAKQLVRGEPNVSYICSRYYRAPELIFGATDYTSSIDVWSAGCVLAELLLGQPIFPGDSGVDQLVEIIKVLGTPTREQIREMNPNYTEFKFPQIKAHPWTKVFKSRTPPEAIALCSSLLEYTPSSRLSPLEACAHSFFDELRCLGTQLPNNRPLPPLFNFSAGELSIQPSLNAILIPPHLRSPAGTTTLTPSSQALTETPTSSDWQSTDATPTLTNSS
PolyA inhibitor: inhibitors of polyadenylation in S. cerevisiae. S. cerevisiae SKY197-pL101 polyadenylation reporter, beta-gal luminescence; efflux-impaired pdr1/pdr3 knockout yeast; score 100 = 6 SD above DMSO. calls only at 12 µM. hit rate 0.02% among 300,000;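 active means lowest replicate activity score at least 50, where 100 means six control SD above control mean; inconclusive means lowest score under 50 but half or more replicates reach 50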;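 further: yeast exposed to compound for 9 h at 30 °C; higher score means more reporter readthrough which indicates perturbed polyadenylation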
IEC-6 cytotox: counter-screen for KLF5 inhibitors: cytotoxicity in IEC-6 cells. IEC-6 cytotoxicity, luminescence viability. inhibition, % at 5 µM. hit rate 0.78% among 290,000. AID 1825; in the data active means inhibition above about 22%;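 further: 0% = plate median of test compound wells and 100% = cytotoxic reference compound wells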
aSyn UTR inh: 5' untranslated region of α-synuclein, MLPCN primary screen; alpha-synuclein 5'UTR reporter, inhibitor activity; inhibition, % (tested at 7.5 µM); hit rate 0.82% among 300,000; in the data active means inhibition above about 60%; inconclusive means no clear call, values can overlap the other calls;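 further: H4 neuroglioblastoma cells stably carrying SNCA 5'UTR luciferase fusion; 0% = DMSO wells and 100% = positive control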
HSF-1 act: increases HSF-1 driven luciferase reporter signal; AID 504408; NIH3T3-HGL HSF-1 luciferase reporter, MG132, 8 h; 100% = twice DMSO control signal; activation, % at 9 µM; hit rate 1.7% among 300,000;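 active means mean replicate activation of at least 50% with a set share of replicates each reaching 50%; inconclusive means only one of those two conditions met; inactive means mean below 50% and too few replicates reaching it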;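 further: 0% = median of the neutral control wells and 100% = twice that signal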
The depositor's hits bear a star; i = inactive; ? = inconclusive; · = not tested or not shown.

SMILES	GSK3B inh	HSP90 refold inh	HSF1 inh	KLF5 inhibitor	AI-2 QS modul	GSK3A inh	PolyA inhibitor	IEC-6 cytotox	aSyn UTR inh	HSF-1 act
COc1ccc(-c2cc(C(F)(F)F)nc(SCC(=O)N(C)Cc3cnn(C)c3C)n2)cc1OC	-1	-4	23	-20	9	-2	i	-7	-15	?
CNC(=O)c1ccc(S(=O)(=O)c2ccc(Cl)cc2)c(NC(C)=O)c1	0	0	-10	-7	23	-1	i	-1	-19	-28
CSCCn1c(C(C)(C)C)cc(C(=O)O)c1C	6	2	0	-1	19	3	i	3	-9	-11
CCC(CC)C(=O)N1CCN(Cc2ccc3c(c2)OCO3)CC1	1	-1	-9	-11	13	3	i	0	14	-7
CCOC(=O)C1CCN(C(=O)CNC(=O)c2nn(-c3ccc(OC)cc3OC)c(=O)c3ccccc23)CC1	1	-3	5	-26	2	0	i	-4	-29	26
Nn1c(SCC(=O)NCc2ccc3c(c2)OCO3)nnc1C1CC1	3	-1	-6	-5	-2	-1	i	-7	4	2
COc1ccc(/C=C/c2nc3ccccc3n2Cc2ccc(OC)c(OC)c2)cc1	1	1	24	-107	-5	1	i	-4	-191	39
COc1ccc(S(=O)(=O)N2CCOCC2)cc1NC(=O)c1cccc2c(=O)c(C)c(-c3ccccc3)oc12	1	-1	23	-44	37	-1	i	-10	11	13
COc1ccc(Cl)cc1NC(=O)CSc1nc(Nc2ccccc2)nc(N2CCOCC2)n1	0	4	22	9	10	-3	i	30*	8	25
Cc1cccc(Nc2ncnc3nc[nH]c23)c1	1	3	-1	-74	13	2	i	6	-58	6
CCn1c(C)nc2cc(C#N)ccc21	-2	-1	-7	-8	4	0	i	-7	-21	-13
Cn1c(/C(C#N)=C(\O)c2ccc([N+](=O)[O-])s2)nc2ccccc21	-3	2	1	-33	18	-2	i	5	-115	-18
CCOc1ccccc1NC(=O)COC(=O)Cc1ccc(-c2ccccc2)cc1	-1	2	·	-36	5	-2	i	4	21	·
CC(NC(=O)NC1CCCCC1)C(c1cccs1)N1CCN(c2ccccc2)CC1 (centres undefined)	-3	-3	1	-14	14	-2	i	1	18	-5
COc1cccc(-n2c(C)c(C(C)=O)c(C(C)=O)c2C)c1	0	1	3	-6	-1	0	i	4	0	0
CCCCNC(=O)c1ccc2c(c1)N(C)C(=O)c1ccccc1S2	0	-5	12	-31	29	-2	i	2	3	24
N#CC1(NC(=O)CN2C(=O)c3ccc([N+](=O)[O-])cc3C2=O)CCCCC1	·	·	-3	·	·	0	i	·	-15	-5
Cc1ccc(C)c(N2CCN(S(=O)(=O)c3ccc4c(c3)CCN4C(=O)CCC(=O)O)CC2)c1	0	-1	-8	-2	26	-1	i	-1	1	-1
CCOC(=O)CSc1nc2cc(C)cc(C)c2cc1C#N	1	-2	11	16	23	-2	i	1	-195	-2
CCOC(=O)c1ccccc1NC(=O)COC(=O)C1CCN(S(=O)(=O)c2ccccc2C(=O)OC)CC1	-3	·	-5	·	19	-4	i	·	10	9
COc1cccc(OCc2nc3ccccc3c(=O)n2N)c1	2	-2	-2	-26	21	-2	·	-7	5	-8
Cc1c(C(=O)NCc2cccnc2)oc2ccc(S(=O)(=O)N3CCC4(CC3)OCCO4)cc12	1	2	-1	-13	36	-1	i	2	23	0
CS(=O)(=O)c1ccc(C(=O)OCC(=O)NC23CC4CC(CC(C4)C2)C3)cc1[N+](=O)[O-]	-1	1	26	-6	24	0	i	-1	1	51*
COc1ccc(CC(=O)NCc2nnc(SCC(=O)c3ccc(OC)cc3)n2C)cc1	-5	0	-3	3	18	-1	i	0	1	-9
Cc1noc(C(=O)N(C)c2ccccc2)c1Cl	0	-2	-2	-11	3	1	i	4	-10	-8
CNc1ccc(Br)cc(C(=O)/C=C/c2cccc(OC)c2OC)c1=O	-2	6	26	16	0	-3	i	-2	-31	40
CN(C)C1=NC(=O)/C(=C/c2ccc(-c3ccc(S(N)(=O)=O)cc3)o2)S1	-4	-4	-2	-14	9	19	i	1	-12	11
CN1CCC(=NNC(=O)COc2ccc(Cl)cc2)CC1	2	7	-4	11	12	-3	i	-5	-24	7
COc1cccc(C(=O)NCC(=O)NCc2cc(=O)n(C)c(=O)n2C)c1	2	-3	0	-17	16	0	i	3	4	7
Cn1c(C2=C(O)CN(c3ccc4c(c3)OCCO4)C2=N)nc2ccccc21	1	2	1	-5	27	2	i	2	-40	16
CCOC(=O)c1c(C)nc2sc(C(=O)Nc3ccc(C(C)=O)cc3)c(N)c2c1-c1ccc(OC)cc1	4	2	-15	-10	9	-3	i	3	-90	-9
COc1ccc(Cn2cc3c(-c4ccc(F)cc4)nnc-3c3cc(OC)c(OC)cc32)cc1	·	-2	·	-29	·	-1	·	0	·	·
COC(=O)[C@H]1[C@@H](C)N(Cc2ccccc2)C(=O)N[C@H]1c1cccc(C(F)(F)F)c1	1	·	1	·	-15	0	i	·	25	-8
O=C1/C(=C/c2ccco2)Cc2ccccc21	2	-1	3	-4	17	-1	i	-1	-41	4
CC1CC(C)(C)NC(C)c2ccccc21 (centres undefined)	5	0	-4	2	7	-2	i	4	2	1
CCc1nc(N)nc(N)c1-c1ccc(Cl)cc1	2	4	2	13	12	·	i	49*	85*	-9
Cn1c(CSc2ncccn2)nnc1SCC(=O)N1CCCCCC1	0	5	-3	0	12	0	i	2	4	4
CC(C)c1nnc(SCC(=O)NCc2ccc3c(c2)OCO3)n1C	-22	2	3	-33	9	0	i	-6	11	-4
Cc1c(C)c2cc(Cl)c(OCc3nn[nH]n3)cc2oc1=O	0	5	0	-2	32	13	i	9	17	-1
Cc1ccc(S(=O)(=O)N(Cc2ccc(Cl)cc2)c2ccccc2C(=O)O)cc1	-22	2	1	23	-38	-6	i	-3	1	-6
O=C(Cn1c(=O)c2sccc2n(Cc2cccc([N+](=O)[O-])c2)c1=O)NCCc1ccccc1	-3	2	5	-4	-11	-4	i	2	21	4
Cc1c(Cl)c([N+](=O)[O-])nn1Cc1ccc(C(=O)N/N=C\c2cccc(Br)c2)o1	2	-3	1	-6	36	-4	i	-4	-10	4
CC(C)c1nc(CNC(=O)c2ccc(OC3CCN(Cc4ccccn4)CC3)cc2)cs1	1	-6	-2	-52	-2	-1	i	-8	-21	5
O=[N+]([O-])c1cc2c(c(CSc3nnnn3-c3ccc(O)cc3)c1)OCOC2	1	4	-4	14	18	1	i	-2	30	4
COc1ccc(NC(=O)n2ncc3c(C)cccc32)cc1OC	0	3	30	-117	5	1	i	0	-165	53*
O=C(Nc1cccc(-c2ccc(N3CCCCC3)nn2)c1)c1ccco1	0	·	17	·	17	1	i	·	-36	24
COC(=O)c1[nH]c2c(c1C)C(=O)CC(c1cc(OC)c(OC)c(OC)c1)C2 (centres undefined)	2	4	-1	-23	8	2	i	1	-1	15
C=CCNC(=S)Nc1sc2c(c1C(=O)OCC)CC(C(C)C)OC2 (centres undefined)	-2	-4	13	3	25	·	i	-3	21	6
Cn1nc(C(F)(F)F)c(-c2ccccc2)c1NC(=O)CSCC(=O)O	1	1	-8	-2	5	-2	i	-9	-17	-7
O=C(Nc1nc(-c2ccc3ccccc3c2)cs1)C1CCN(S(=O)(=O)c2cccs2)CC1	-1	0	-10	-31	26	·	i	-4	-11	-30
Cc1[nH]ccc(=O)c1OCc1c(Cl)cccc1Cl	1	0	1	0	7	-4	i	-2	1	8
Cc1ccccc1N(CC(=O)NCCSCc1ccccc1)S(C)(=O)=O	-1	1	-5	-43	15	-1	i	-1	10	19
COc1cc(CC(NC(C)=O)C(=O)NC2CCN(C(=O)Nc3ccc(C)cc3)CC2)cc(OC)c1 (centres undefined)	1	0	0	-8	4	-1	i	3	7	4
N=c1oc2ccc3ccccc3c2cc1C(N)=S	3	-2	-3	-52	50	9	i	0	-45	0
CC(C)(C)c1ccc(NC(=S)NCc2cccs2)cc1	4	2	105	-93	-15	-2	i	5	-98	145*
CCN(CC)CCN(C(=O)CN1C(=O)CCC1=O)c1nc2cc3c(cc2s1)OCO3	-5	2	·	-43	4	2	i	-8	19	·
O=C(O)C1CCCCC1C(=O)Nc1ccc(S(=O)(=O)N2CCCCCC2)cc1 (centres undefined)	-3	-4	-5	-9	39	-3	i	2	-6	-2
COCCCNC(=O)CN1C(=O)/C(=C\c2ccc(C)cc2)Sc2ccccc21	0	-2	10	-17	8	0	i	-2	-33	21
O=C(OCc1ccc([N+](=O)[O-])cc1)c1ccc2ccccc2n1	-1	4	-6	-32	31	-2	i	0	-17	13
CCP(=O)(CC)C(C)(C)CP(=O)(c1ccccc1)c1ccccc1	1	0	1	-3	9	0	i	-3	-10	-6
Continued:
SMILES	GSK3B inh	HSP90 refold inh	HSF1 inh	KLF5 inhibitor	AI-2 QS modul	GSK3A inh	PolyA inhibitor	IEC-6 cytotox	aSyn UTR inh	HSF-1 act
CC(C)CC(CO)N1CCN(C(=O)c2ccc(Cl)cc2)CCC1=O (centres undefined)	1	·	-6	·	13	1	i	·	6	-9
CC1CCCCN1Cc1c(O)ccc2c(=O)c(-c3nc4ccccc4s3)coc12 (centres undefined)	0	10	-15	-49	10	1	i	-8	-19	-18
CC(C)Oc1ccc(C(=O)N2CCCC2C(=O)O)cc1 (centres undefined)	-1	-1	-5	-24	11	-4	i	-5	14	5
COc1cccc(NC(=O)CSc2nnc(COc3ccc4c(c3)CCCC4)o2)c1	4	1	5	-15	19	0	i	3	7	1
C=CCn1c(C)cc(C(=O)CSc2nc(N)cc(N)n2)c1C	1	1	27	-27	26	0	i	-2	-25	66*
O=[N+]([O-])c1cc(/C=N/O)ccc1Oc1ccccc1Cl	-52*	-3	6	-62	7	65*	i	-1	-65	24
CC1=C(C)CC(C(=O)NCc2ccc3c(c2)OCO3)C(C(=O)O)C1 (centres undefined)	0	1	-2	-18	6	·	i	-2	-2	15
CCOc1ccc(C)cc1S(=O)(=O)NC1CCCCCC1	1	0	5	-22	-3	1	i	-6	11	-6
CC1CN(C(=O)c2ccccc2NS(=O)(=O)c2cccc([N+](=O)[O-])c2)CC(C)O1 (centres undefined)	-4	-6	-3	8	-6	-3	i	2	-4	12
COc1cc2c(c(OC)c1)C(c1cccc(OC)c1OC)CC(=O)N2 (centres undefined)	2	1	-3	19	10	0	i	2	10	9
O=C(/C=C/c1cc([N+](=O)[O-])ccc1OC(F)F)Nc1cccc(OC(F)F)c1	2	0	-3	-31	21	0	i	-4	24	-8
CCN(CC)CCN(C(=O)c1cccc([N+](=O)[O-])c1)c1nc2ccc(OC)cc2s1	2	3	-2	-11	27	0	i	2	16	13

High-throughput results as filed in PubChem BioAssay.

Only part of the results is shown; rates above refer to the full screens.
